# GAA850 FXN act: increases GAA850 frataxin promoter reporter activity; activation, % at 6 µM; 360,000 tested, 0.56% active; HEK293 lucGAA850 FXN promoter luciferase reporter, 24 h; percent of 10 µM SAHA response; AID 540364;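 active = activation above the average of all compounds screened plus 3 SD, cutoff fixed separately per campaign, cut at about 7.5% in these data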;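 note: 0% = DMSO wells and 100% = 10 µM SAHA wells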
# PLC-beta3 inh: inhibitors of human phospholipase C beta3 | inhibition, % at 12.2 µM | 370,000 tested, 0.18% active | Purified PLC-beta3, fluorogenic substrate, fluorescence | Q01970; in the data active = inhibition above about 11%;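 note: 0% = median of compound wells on plate and 100% = full blocker control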
# hcDAF-12 act: H. contortus DAF-12 activation, primary screen | HEK293 hcDAF-12 lit1-tk-luc reporter, luminescence; 0% DMSO, 100% Δ7-dafachronic acid | activation, % at 6.8 µM | AID 652067 | 370,000 tested, 1.4% active;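 active = activation above the mean of all tested compounds plus 3 SD, cut at about 5.5% in these data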;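 note: 100% = response to 3 µM Δ7-dafachronic acid high control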
# hgDAF-12 ag: agonists of H. glycines DAF-12 nuclear receptor. 370,000 tested, 1.8% active. HEK293 GAL4-hgDAF12 UAS-luciferase reporter, agonist luminescence; normalized to butyrate control. activation, % at 6.8 µM;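 active = activation above a cutoff set at the mean of all screened compounds plus 3 SD, cut at about 10% in these data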;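 note: 0% = DMSO wells and 100% = sodium butyrate wells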
# PG9 Ab binder: small molecules binding HIV-1 gp120 antibody PG9 | AID 624416 | TR-FRET gp120-PG9 antibody binding | 360,000 tested, 0.43% active | inhibition, % at 6.7 µM; in the data active = inhibition above about 8.5%
# SMARCA2 activ: increases SMARCA2 function in MMTV reporter cells | activation, % at 9.1 µM | MG213 cells, MMTV-luciferase reporter, dexamethasone, overnight | AID 652017 | 370,000 tested, 1% active; in the data active = activation above about 7.8%;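 note: 0% = vehicle wells and 100% = reference activator wells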
# sPLA2-III inh: Blocks human group III sPLA2 activity. Q9NZ20. QFRET BODIPY PC-A2 liposome hydrolysis, fluorescence. inhibition, % at 12.2 µM. 370,000 tested, 0.56% active;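 active = inhibition above mean plus 3 SD of compounds lying within the high and low control bounds, cut at about 19% in these data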;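 note: 0% = median of test compound wells and 100% = no enzyme DMSO wells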
# Rev-erbA mod: Rev-erb alpha (human) modulation; P20393; Rev-erbα–FITC-DNA binding, fluorescence polarization, 90 min; activity, % at 10 µM; 370,000 tested, 0.79% active;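 active = activity above about 14%, limit read from the data; passing the limit was not always enough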;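 note: 0% = DMSO wells with 35 nM protein and 100% = DMSO wells with 750 nM protein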
# Target sequence (P20393 whole entry, looked up): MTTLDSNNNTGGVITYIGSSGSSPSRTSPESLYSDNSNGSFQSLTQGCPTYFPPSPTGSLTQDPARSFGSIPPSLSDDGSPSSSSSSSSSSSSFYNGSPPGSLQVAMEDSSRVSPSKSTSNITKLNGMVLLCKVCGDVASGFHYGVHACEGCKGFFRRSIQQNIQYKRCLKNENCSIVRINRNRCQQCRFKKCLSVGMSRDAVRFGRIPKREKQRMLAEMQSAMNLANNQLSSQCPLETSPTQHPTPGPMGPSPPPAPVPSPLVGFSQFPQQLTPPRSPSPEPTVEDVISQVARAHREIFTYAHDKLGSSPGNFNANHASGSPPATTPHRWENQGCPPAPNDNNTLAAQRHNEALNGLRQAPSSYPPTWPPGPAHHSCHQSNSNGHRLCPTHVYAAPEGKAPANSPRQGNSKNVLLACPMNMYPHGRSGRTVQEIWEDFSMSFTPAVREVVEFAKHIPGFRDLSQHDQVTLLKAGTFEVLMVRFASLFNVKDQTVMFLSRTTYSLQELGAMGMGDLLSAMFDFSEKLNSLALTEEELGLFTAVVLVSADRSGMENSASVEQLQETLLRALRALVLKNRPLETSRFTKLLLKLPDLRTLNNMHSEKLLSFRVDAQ
# DAX1 inh-1: blocks DAX1 repression of SF-1 activated StAR promoter. AID 652010. 370,000 tested, 1.1% active. HEK293T StAR-luciferase reporter, SF-1/DAX-1 repression relief. inhibition, % at 6.8 µM;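 active = inhibition above the mean over all tested compounds plus 3 SD, cut at about 3.6% in these data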;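 note: 0% = DAX-1 cells with DMSO and 100% = cells lacking DAX-1 with DMSO; higher inhibition means more luminescence from relief of DAX-1 repression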
# ssDAF-12 act: activators of S. stercoralis DAF-12 nuclear receptor. HEK293 ssDAF-12/GRIP1 lit1-tk-luc reporter, luminescence; % of 3 µM dafachronic acid response. activation, % at 6.8 µM. 370,000 tested, 1% active. AID 652126;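 active = activation above the mean over all tested compounds plus 3 SD, cut at about 0.9% in these data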;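 note: 0% = DMSO-only wells and 100% = 3 µM delta7-dafachronic acid wells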
# DAX1 inh-2: inhibits human nuclear receptor DAX1. HEK293 Gal4-DAX1 luciferase reporter, luminescence. inhibition, % at 6.75 µM. 340,000 tested, 0.99% active. AID 504766. P51843;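 active = inhibition above the mean over all tested compounds plus 3 SD, cut at about 4.2% in these data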;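 note: 0% = DAX1-transfected cells with DMSO and 100% = empty-vector control cells with DMSO; inhibition shows as a rise in luminescence from relieved DAX1 repression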
# Target sequence (P51843 207-470 limits assumed): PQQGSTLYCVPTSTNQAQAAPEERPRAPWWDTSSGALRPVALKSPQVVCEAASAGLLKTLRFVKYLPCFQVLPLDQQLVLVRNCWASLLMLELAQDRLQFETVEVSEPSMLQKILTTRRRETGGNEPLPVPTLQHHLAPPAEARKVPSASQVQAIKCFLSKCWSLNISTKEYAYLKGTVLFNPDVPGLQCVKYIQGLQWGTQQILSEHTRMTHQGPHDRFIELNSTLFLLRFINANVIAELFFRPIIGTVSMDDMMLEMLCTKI
# * marks the source's active call; other numbers are inactive results; . = not tested or not shown.
SMILES,GAA850 FXN act,PLC-beta3 inh,hcDAF-12 act,hgDAF-12 ag,PG9 Ab binder,SMARCA2 activ,sPLA2-III inh,Rev-erbA mod,DAX1 inh-1,ssDAF-12 act,DAX1 inh-2
O=C(NCc1csc(-c2cccs2)n1)Nc1ccc(F)cc1F,1.4,-12,-1.0,-0.9,-0.1,-2,-3,-2,0.1,-1.7,-2.4
Cc1cc(Nc2c(C)cccc2C)n2nc(C)nc2n1,3.7,-1,3.1,3.2,-1.0,0,3,-4,-0.5,-1.2,-0.1
Fc1ccc2nc(COCc3nc4ccc(F)cc4[nH]3)[nH]c2c1,.,1,-1.2,0.9,.,.,-3,1,.,-1.2,.
CCOc1cccc(C(=O)NC(=S)Nc2cccc(C)c2)c1,4.4,5,-0.3,6.7,-2.6,0,0,-5,0.3,-1.1,0.2
O=C(CCC(C(=O)O)N1C(=O)c2ccccc2C1=O)Nc1ccccc1 (configuration not stated),-0.8,0,-1.1,-2.8,-0.1,-6,14,-2,0.7,-1.0,2.2
O=[N+]([O-])c1ccccc1OCC(O)CN1CCN(CC(O)COc2ccccc2[N+](=O)[O-])CC1 (configuration not stated),0.4,-4,0.2,-1.8,-3.2,-1,-7,-3,-0.5,-1.4,0.8
CCc1ccc(N2CC(C(=O)Nc3nnc(CC)s3)CC2=O)cc1 (configuration not stated),-1.1,0,-0.7,0.2,-0.2,1,-8,2,-0.1,-1.6,2.0
CCOC(=O)CCCCCC(=O)Nc1ccc2c(c1)C(=O)N([C@@H](C)CO)C[C@@H](C)[C@H](CN(C)S(=O)(=O)c1cccs1)OCCCC[C@H](C)O2,0.1,2,-1.0,0.6,0.2,0,-16,-3,-0.2,-1.3,1.4
CCN1C(=O)/C(=C2\C=Cc3cc(C)ccc3N2CC)OC1=S,-1.7,-7,-0.2,-1.4,2.4,-2,14,0,0.3,-1.3,-0.3
FC(F)(F)C1CC(c2cccs2)Nc2ncnn21 (configuration not stated),-0.8,1,-1.3,-2.8,-2.1,0,0,5,0.2,-1.2,0.5
Cc1c(NC(=O)c2cccc(NC(=O)Cc3c(F)cccc3Cl)c2)c(=O)n(-c2ccccc2)n1C,1.5,-1,-0.3,-0.4,-1.3,0,5,-10,-1.8,-1.0,-0.6
COC(=O)c1cnc(SC)nc1C,-2.3,2,0.0,0.8,-0.2,-2,3,-6,0.1,-1.9,0.3
CN1CCN(C(=O)c2ccc(Cl)c(S(=O)(=O)N3CCCCCC3)c2)CC1,1.3,0,-1.8,-2.6,-1.4,1,1,6,0.7,-1.9,0.8
CCCc1oc2c(c(=O)c1CC)C(=O)CC(C)(C)C2,-0.3,2,-1.2,-0.8,-1.0,5,1,0,-0.3,-0.2,-1.1
O=C(COc1ccc2c(-c3ccccc3)cc(=O)oc2c1)NCCN1CCOCC1,1.0,-6,-0.2,1.3,-0.5,-2,6,-5,-0.6,-1.0,-0.2
COc1cc(NC(=O)CCCNC(=O)Cn2cnc3sc(C)c(C)c3c2=O)cc(OC)c1OC,-2.0,-2,-3.8,0.8,-3.0,0,-4,-1,0.0,-1.0,-1.1
Cc1cc(C)n2[nH]c(=O)cc2n1,1.0,-13,1.5,0.2,-0.8,-1,-1,5,0.1,-0.8,2.4
COc1cccc(CC(NC(C)=O)C(=O)NC2CCN(S(=O)(=O)c3ccc(F)cc3)CC2)c1OC (configuration not stated),0.4,2,1.7,3.6,-0.4,-2,-3,-4,0.5,-1.0,-0.6
COc1ccc(C(C)(O)c2nc(-c3cccc(F)c3)cs2)cc1 (configuration not stated),-3.2,3,3.4,0.8,-1.3,-4,-18,7,-2.9,-1.1,.
CCC(C)NC(=O)CN(C)S(=O)(=O)c1ccc2c(c1)c(=O)n(C)c(=O)n2C (configuration not stated),-0.1,1,-1.2,-3.1,0.0,-4,6,-1,1.1,-2.1,0.4
CCOc1cc(C2C3=C(CC(C)(C)CC3=O)N(CCOC)C3=C2C(=O)CC(C)(C)C3)ccc1OC,0.0,-10,-0.1,-2.7,-0.3,-2,-5,-4,-0.4,-0.7,-0.3
CCOC(=O)C(=O)Nc1cc([N+](=O)[O-])ccc1C,3.9,0,1.5,-2.3,-0.8,1,1,1,0.1,-1.0,-0.4
O=C1NC(=Nc2ccc(Cl)cc2)SC1Cc1cc(Cl)ccc1Cl (configuration not stated),1.1,1,-1.6,0.9,-1.5,4,-4,3,0.0,-1.6,-0.9
O=C(CCN1C(=O)/C(=C/c2ccccc2Cl)SC1=S)Nc1ccccc1C(=O)O,0.3,-9,0.0,1.9,-0.4,-2,-10,-4,0.2,-0.9,1.0
COc1cccc(Cn2cnc(-c3ccccc3OC)c2-c2ccco2)c1,.,-43,-2.1,-0.3,1.9,-6,2,-1,-0.3,-0.7,.

# Next records:
SMILES,GAA850 FXN act,PLC-beta3 inh,hcDAF-12 act,hgDAF-12 ag,PG9 Ab binder,SMARCA2 activ,sPLA2-III inh,Rev-erbA mod,DAX1 inh-1,ssDAF-12 act,DAX1 inh-2
CCCCC(O)(CCCC)C(=O)NN(C(=O)c1cccnc1Cl)c1ccccc1,-3.6,-3,-0.7,-0.6,0.4,1,-20,1,-0.2,-0.9,0.5
Cc1cccc2c1cnn2C(=O)Nc1ccccc1Cl,3.0,6,5.8*,7.4,-0.1,2,-3,-3,0.4,-0.1,0.8
CN1OC[C@@H]2CN(S(=O)(=O)c3cccc4ccccc34)[C@H](c3ccc(-c4cccnc4)cc3)C[C@@H]21,-14,3,1.3,0.8,-1.2,0,-1,0,1.0,-1.0,0.7
O=C(COc1c(CO)cc(Br)cc1CO)NC1CCCc2ccccc21 (configuration not stated),-1.0,2,0.2,-0.9,0.0,3,1,5,0.1,-1.6,-1.6
Cc1c(NS(=O)(=O)c2ccc(NC(=O)CCC(=O)O)cc2)c(=O)n(-c2ccccc2)n1C,-0.8,0,-0.1,1.7,-0.1,0,2,-4,0.1,0.1,-0.6
O=S1(=O)CC(N2CCCCC2)CN1Cc1cn(Cc2ccc(Cl)cc2)nn1 (configuration not stated),.,2,0.9,-3.0,0.4,-4,3,-2,0.2,-0.2,.
Cc1cccc(N2CCN(C(=O)CSc3nc4ccccc4nc3N3CC(C)OC(C)C3)CC2)c1C (configuration not stated),-4.7,-18,-3.5,-1.1,2.8,-2,0,10,-0.4,-1.6,0.3
COc1cccc(C2c3c(C)nn(-c4ccc([N+](=O)[O-])cc4)c3N=C3C(=O)Nc4ccccc4N32)c1 (configuration not stated),-0.6,-14,-1.7,-0.8,-1.1,-2,-8,-3,0.7,-2.1,0.8
Cc1ccc(C)c2c1[nH]c1ccccc12,0.3,-2,2.9,1.7,1.7,4,-22,-2,-0.4,-0.1,-0.2
CCOC(=O)/C=C/C(=O)OCC(=O)Nc1cccc(Cl)c1Cl,-0.4,0,-1.0,4.1,-0.9,1,2,-4,0.4,-1.4,2.0
C(=N\Nc1ccc2ccccc2n1)/c1ccc2c(c1)OCCO2,-9.0,-52,-2.3,-13,-2.2,-3,16,5,-2.6,-2.5,-6.6
O=S(=O)(Nc1ccccn1)c1ccc(Br)cc1,1.7,-13,-1.0,0.2,-1.1,4,4,-3,0.0,-1.5,-0.4
CCC(C(=O)NC1CCCC1)N(Cc1ccco1)C(=O)Cn1nnc(-c2ccc(C)cc2)n1 (configuration not stated),-2.0,2,-1.2,1.9,-0.6,-2,0,8,-0.8,-0.9,1.8
O=C(N[C@@H]1C[C@@H]2O[C@@H](CO)CC[C@@H]2O[C@@H]1CCc1ccc(-c2cccnc2)cc1)c1cccc(F)c1,.,-6,-0.8,3.6,.,-4,-19,0,-1.9,-1.9,.
CCN(C[C@H]1N[C@@](CC)(C(=O)OC)[C@H]2C(=O)N(C)C(=O)[C@@H]12)S(=O)(=O)c1ccc(OC)cc1,0.6,1,1.2,0.4,2.3,-3,10,4,-0.7,-1.2,-1.0
Cc1ccc(SC(CC(=O)c2ccc(F)cc2)C(=O)O)cc1 (configuration not stated),1.4,-8,-0.2,-0.6,-0.2,-3,11,-3,-0.5,-1.1,4.1
COCCOC(=O)C(C#N)c1nc2ccccc2nc1N1CCCC1 (configuration not stated),0.9,-78,-1.3,-2.3,-1.5,-1,3,-3,-0.6,-0.6,-0.5
O=C(Cn1cccc1C(=O)c1ccccc1)NCc1ccco1,-1.2,7,-1.6,0.5,-0.2,-3,7,3,0.8,-1.2,1.8
COc1cccc(NC(=O)COc2cc(C)cc3oc(=O)cc(C)c23)c1,1.3,-15,-0.3,1.4,0.1,0,7,8,-2.1,-1.5,-0.4
Cc1ccc(C(=O)O)cc1NS(=O)(=O)c1ccc2c(c1)oc(=O)n2C,0.8,-5,3.9,0.2,1.3,-2,4,5,0.4,-0.4,0.0
Cc1cc(C(=O)NC2CCCCC2)c2cc(F)ccc2n1,0.0,-8,0.7,3.2,1.1,-4,-1,2,-0.3,0.2,2.4
CCOc1ccc(C(=O)NC2CCCCCCC2)cc1,3.3,-9,6.1*,12*,1.0,4,0,1,2.9,0.8,2.0
CC1CN(C(=O)COC(=O)/C=C/c2cccc([N+](=O)[O-])c2)CC(C)O1 (configuration not stated),-1.5,-10,-0.6,0.5,2.2,-3,15,-5,-1.3,-1.2,-0.1
CS(=O)(=O)N(CC(N)=O)c1ccc2c(c1)OCO2,-1.6,1,-1.4,-1.5,-2.6,-1,4,1,-0.2,-1.2,-1.5
CCOc1ccccc1NC(=O)C(=O)N/N=C/c1cc(Br)ccc1O,-1.0,-15,-0.7,0.7,-1.1,0,3,-6,-0.5,-1.1,0.7

# Continued:
SMILES,GAA850 FXN act,PLC-beta3 inh,hcDAF-12 act,hgDAF-12 ag,PG9 Ab binder,SMARCA2 activ,sPLA2-III inh,Rev-erbA mod,DAX1 inh-1,ssDAF-12 act,DAX1 inh-2
O=C(Cc1ccccc1)N/N=C/c1ccc[nH]1,1.4,-8,-1.8,0.2,-0.7,-4,10,1,0.4,-0.5,0.1
COc1cc(/C=C2/CC/C(=C/c3ccc(O)c(OC)c3)C2=O)ccc1O,1.2,-82,-1.6,-3.0,-1.9,-3,-2,-2,-0.4,-1.6,0.2
CCOc1cccc(-c2cc(C(=O)NN)[nH]n2)c1,0.1,-7,0.9,11*,-0.8,-1,1,3,0.5,-1.6,1.9
CN(C)C(CNC(=O)C1CCN(S(=O)(=O)c2ccccc2C(F)(F)F)CC1)Cc1ccccc1 (configuration not stated),-1.0,-8,-0.8,-0.6,-0.1,-2,0,5,-0.1,-0.8,-1.5
O=Cc1ccc(Oc2cccc(C(F)(F)F)c2)nc1,-0.3,2,-0.6,-2.5,-0.2,2,1,0,0.3,-1.6,-0.1
Cc1nc(NC(=O)c2cncc(Br)c2)ccc1Br,-2.0,-2,-2.5,0.6,-0.1,4,-5,62*,0.2,-1.2,1.6

# Whole records from above. Values in the order: GAA850 FXN act, PLC-beta3 inh, hcDAF-12 act, hgDAF-12 ag, PG9 Ab binder, SMARCA2 activ, sPLA2-III inh, Rev-erbA mod, DAX1 inh-1, ssDAF-12 act, DAX1 inh-2
# `CN1CCN(C(=O)c2ccc(Cl)c(S(=O)(=O)N3CCCCCC3)c2)CC1` in the list: 1.3, 0, -1.8, -2.6, -1.4, 1, 1, 6, 0.7, -1.9, 0.8
# `C(=N\Nc1ccc2ccccc2n1)/c1ccc2c(c1)OCCO2` in the list: -9.0, -52, -2.3, -13, -2.2, -3, 16, 5, -2.6, -2.5, -6.6

# From PubChem
